14-3-3g Raf: alters human 14-3-3 gamma binding to Raf peptide. P61981. FP, 14-3-3gamma / TMR-pS259-Raf peptide binding. inhibition, % at 40 µM. 160,000 compounds, 0.19% hits; in the data active = inhibition above about 30%;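 also: 0% = protein plus tracer without compound and 100% = blank with tracer alone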
Target sequence (P61981 whole entry, looked up): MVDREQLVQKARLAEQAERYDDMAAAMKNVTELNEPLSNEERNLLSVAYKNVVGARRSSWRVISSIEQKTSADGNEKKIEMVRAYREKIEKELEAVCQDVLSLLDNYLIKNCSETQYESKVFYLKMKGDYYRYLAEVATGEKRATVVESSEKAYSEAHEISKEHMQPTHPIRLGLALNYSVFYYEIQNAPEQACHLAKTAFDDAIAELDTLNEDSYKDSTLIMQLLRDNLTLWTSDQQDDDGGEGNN
An asterisk follows results filed as active; & = joins results of further samples. Not all compounds are listed. The share of hits here may be higher or lower than overall.

Preview, 23 compounds:
14-3-3g Raf | Compound
-6.5 | CCCOc1cccc(C2/C(=C(/O)c3ccc(OC)cc3)C(=O)C(=O)N2CCN(C)C)c1 (centres undefined)
-2.0 | CCCP(=O)(CC(=O)O)c1ccccc1 (centres undefined)
-10.9 | Nc1ccc(Nc2nc(-c3ccc(Cl)cc3)cs2)cc1
0.7 | O=C(Cn1c(CC(=O)N2CCOCC2)nc2ccccc21)Nc1ccc2c(c1)OC(F)(F)O2
-5.4 | N#Cc1c(NCc2ccccc2)ccnc1NCc1cccnc1
-3.9 | CCC1CCCCN1Cc1c(C)[nH]c2ccccc2c1=O (centres undefined)
3.1&-8.2 | C=CCn1c(COc2cccc3cccnc23)nnc1SCC(=O)OC
-2.6 | O=C(Nc1cnn(Cc2ccc(F)cc2)c1)c1cc2nc(-c3ccco3)cc(C(F)(F)F)n2n1
6.6 | COc1ccc(C=Nc2ccccc2Sc2c(C)n[nH]c2C)cc1
3.8 | CCOC(=O)c1ccc(COC(=O)c2ccc(-c3nnc(-c4ccccc4)o3)cc2)o1
-2.2 | CC(C)C(=O)Nc1c2c(nc3ccccc13)N(C)CC2
-0.7 | O=C1NS(=O)(=O)c2cc3c(cc21)C(=O)NS3(=O)=O
0.7&-0.1 | O=C(O)CCNS(=O)(=O)c1ccccc1
-1.0 | COc1cccc(N(CC(=O)N2CCN(C)CC2)S(=O)(=O)c2ccccc2)c1
-1.7 | Cc1ccccc1S(=O)(=O)Cc1ccc(C(=O)N2CCN(c3ncccn3)CC2)o1
-1.2 | Cc1ccc(S(=O)(=O)N2CCN(C(=O)CN3CCOCC3)C2)cc1
0.3 | Cc1ccc(-c2nnc(N3CCN(C(=O)CN4CCOCC4)CC3)c3ccccc23)cc1
3.7 | CCOCCCNC(=O)c1cc2sc(Cl)cc2n1CC
0.2 | CC1CCCN(C(=O)CNC(=O)Cn2ccc3ccccc3c2=O)C1 (centres undefined)
-16.9 | O=C(Nc1ccc(OC(F)(F)F)cc1)C1CCCN(S(=O)(=O)c2cccs2)C1 (centres undefined)
-7.1 | O=C(C1CC1)N1CCc2cc(Br)cc(S(=O)(=O)NCc3ccco3)c21
-5.0 | CCOC(=O)CSc1n[nH]c(-c2cccnc2)n1
-2.4 | Clc1ccc(-n2cc(-c3ccccc3)c3c(N4CCCCCC4)ncnc32)cc1

Main list, from the start:
14-3-3g Raf | Compound
-6.5 | CCCOc1cccc(C2/C(=C(/O)c3ccc(OC)cc3)C(=O)C(=O)N2CCN(C)C)c1 (centres undefined)
-2.0 | CCCP(=O)(CC(=O)O)c1ccccc1 (centres undefined)
-10.9 | Nc1ccc(Nc2nc(-c3ccc(Cl)cc3)cs2)cc1
0.7 | O=C(Cn1c(CC(=O)N2CCOCC2)nc2ccccc21)Nc1ccc2c(c1)OC(F)(F)O2
-5.4 | N#Cc1c(NCc2ccccc2)ccnc1NCc1cccnc1
-3.9 | CCC1CCCCN1Cc1c(C)[nH]c2ccccc2c1=O (centres undefined)
3.1&-8.2 | C=CCn1c(COc2cccc3cccnc23)nnc1SCC(=O)OC
-2.6 | O=C(Nc1cnn(Cc2ccc(F)cc2)c1)c1cc2nc(-c3ccco3)cc(C(F)(F)F)n2n1
6.6 | COc1ccc(C=Nc2ccccc2Sc2c(C)n[nH]c2C)cc1
3.8 | CCOC(=O)c1ccc(COC(=O)c2ccc(-c3nnc(-c4ccccc4)o3)cc2)o1
-2.2 | CC(C)C(=O)Nc1c2c(nc3ccccc13)N(C)CC2
-0.7 | O=C1NS(=O)(=O)c2cc3c(cc21)C(=O)NS3(=O)=O
0.7&-0.1 | O=C(O)CCNS(=O)(=O)c1ccccc1
-1.0 | COc1cccc(N(CC(=O)N2CCN(C)CC2)S(=O)(=O)c2ccccc2)c1
-1.7 | Cc1ccccc1S(=O)(=O)Cc1ccc(C(=O)N2CCN(c3ncccn3)CC2)o1
-1.2 | Cc1ccc(S(=O)(=O)N2CCN(C(=O)CN3CCOCC3)C2)cc1
0.3 | Cc1ccc(-c2nnc(N3CCN(C(=O)CN4CCOCC4)CC3)c3ccccc23)cc1
3.7 | CCOCCCNC(=O)c1cc2sc(Cl)cc2n1CC
0.2 | CC1CCCN(C(=O)CNC(=O)Cn2ccc3ccccc3c2=O)C1 (centres undefined)
-16.9 | O=C(Nc1ccc(OC(F)(F)F)cc1)C1CCCN(S(=O)(=O)c2cccs2)C1 (centres undefined)
-7.1 | O=C(C1CC1)N1CCc2cc(Br)cc(S(=O)(=O)NCc3ccco3)c21
-5.0 | CCOC(=O)CSc1n[nH]c(-c2cccnc2)n1
-2.4 | Clc1ccc(-n2cc(-c3ccccc3)c3c(N4CCCCCC4)ncnc32)cc1
-19.2 | CC1=C(C(=O)Nc2ccccc2)C(c2cccs2)C(C#N)=C(SCC#N)N1 (centres undefined)
-7.4 | O=C(c1cc2nc(-c3ccco3)cc(C(F)(F)F)n2n1)N1CCN(c2ccccn2)CC1
-7.2 | O=C(NCCOCCOCCNC(=O)c1cccnc1)c1cccnc1
-8.6 | COc1ccccc1CNC(=O)N[C@@H](Cc1ccccc1)C(=O)O
-11.1 | FC(F)(F)c1nnc2sc(-c3ccco3)nn12
4.7 | COC(=O)C1=CN(Cc2ccc(OC)cc2)C=C(C(=O)OC)C1c1ccc(OC(F)(F)F)cc1
-21.9 | CCN(CC)c1cc(Nc2cccc(OC)c2)c([N+](=O)[O-])c2nonc12
3.1 | CN(C)c1ccc(NC(=O)CCCOc2ccc(Cl)cc2)cc1
-10.2 | COc1ccc2nc3sc(C(=O)Nc4ccc(Oc5ccccc5)cc4)cc3cc2c1
2.3 | CC(C)Cn1cc(C(=O)N2CCC(C(N)=O)CC2)c2c3ccccc3n(C)c2c1=O
-4.3 | O=C(CCn1c(=O)sc2ccccc21)Nc1ccon1
-1.5 | Cc1ccc(S(=O)(=O)NC(C)C(=O)N2CCOCCOCCOCC2)cc1 (centres undefined)
-3.7 | OCCNCCCCOc1ccccc1F
3.3 | O=C(Nc1cc(C(F)(F)F)cc(C(F)(F)F)c1)c1ccco1
-4.4&5.6 | CN(c1ccc(C(=O)NCC2CCCO2)cc1)S(=O)(=O)c1ccccc1 (centres undefined)
-8.4 | O=C(CSc1nnc(Cc2ccccc2)n1-c1ccc(F)cc1)N1CCOCC1
-16.8 | O=C(COc1ccc(Br)cc1)Oc1ccc2c3c(c(=O)oc2c1)CCC3
-12.4 | O=C(CCNC(=O)Cn1ccc2ccccc2c1=O)NCCCN1CCN(c2ccc(F)cc2)CC1
-2.8 | CCC(=O)N1CCc2cc(S(=O)(=O)N(C)c3ccc(Br)cc3)ccc21
2.5 | COc1cc(OC)cc(-c2nnc(SCC(=O)N3CCCCC3C)o2)c1 (centres undefined)
1.2&-2.6 | O=C(NCC(=O)N1CCCC1)c1cccs1
-0.4 | Cc1ccc2nsnc2c1S(=O)(=O)N(Cc1ccco1)Cc1cc2cccc(C)c2[nH]c1=O
6.5 | CCOC(=O)C1=C(C)Nc2ncnn2C1c1ccc(OCc2ccccc2)c(OC)c1 (centres undefined)
-4.8 | CN(C)c1ccc(NC(=O)CCCc2ccccc2)cc1
11.9 | COc1ccc(C2C3C(=O)N(c4ccc(Cl)cc4)C(=O)C3ON2c2ccccc2)cc1 (centres undefined)
-5.0 | O=C(CN1CCOCC1)Nc1ccccc1Oc1ccccc1
-12.2 | CCN(CC(=O)Nc1ccc2c(c1)OCCO2)Cc1cc(=O)oc2c(C)c(C)ccc12

Continuation:
14-3-3g Raf | Compound
-3.2 | CC(=O)Nc1ccc(N2CCN(C(=O)c3cccs3)CC2)cc1
-2.5 | O=C(O)c1ccc(NC(=O)c2ccc3c(c2)C(=O)N(CC2CCCO2)C3=O)cc1 (centres undefined)
-4.9 | Cc1[nH]c2ccccc2c1C(Nc1ccccn1)c1ccccc1Cl (centres undefined)
-3.9 | CCc1ccc(NS(=O)(=O)c2cnc[nH]2)cc1
0.0 | O=C1c2ccccc2C(=O)N1CCN1CCCCC1
1.6 | Cc1cc(=O)cc(C)[nH]1
1.1 | CS(=O)(=O)N(Cc1ccccc1Cl)c1ccc(C(=O)N2CCc3ccccc3C2)cc1
-1.6 | COC(=O)c1nnn(CC(=O)Nc2ccc(C)c(F)c2)c1C(=O)OC
0.0 | COC(=O)C1=C(C)N(C)C(C)=C(C(=O)OC)C1c1cccc(OCc2ccccc2)c1
-3.6 | CC(=O)Oc1ccc(NC(=O)CCc2ccccc2)c(C(=O)O)c1
3.2 | O=C(O)C1CCCCN1S(=O)(=O)c1ccc(Cl)s1 (centres undefined)
-0.1 | Cc1cccc(NC(=O)C2CC(=O)N=C(N)S2)c1 (centres undefined)
0.4 | CC1(C)CC(=O)C2=C(C1)N1CCCCC1CC2=O (centres undefined)
2.8 | Cc1ccc(C(=O)CSc2nnc(-c3ccco3)n2Cc2ccccc2)cc1
-7.0&-13.2 | O=C(Nc1ccc2c(c1)OCCO2)c1cnc2n(c1=O)CCS2
-12.4 | Cc1sc2ncnc(N3CCN(c4ncccn4)CC3)c2c1C
-0.6 | Cc1cc2ccccc2n2c(SCC(=O)Nc3ccc(Cl)cc3)nnc12
-1.6 | COc1ccc(CCN2C(=O)CC(N3CCC(C(N)=O)CC3)C2=O)cc1OC (centres undefined)
2.0 | O=C1c2cccc3cccc(c23)C(=O)N1CC1CCN(CC(O)COc2ccc(F)cc2)CC1 (centres undefined)
-4.8 | Cc1ccc(-c2csc(NC(=O)COc3ccccc3C(C)(C)C)n2)cc1
-4.9 | COC(=O)CSc1nnc(-c2ccncc2)n1-c1ccc(OC)cc1
3.5 | CCN(CC)C(=O)c1ccc(SCc2ccccc2C)c([N+](=O)[O-])c1
0.8 | Cc1ccc2nc(NC3=NCN(Cc4ccc5c(c4)OCO5)CN3)nc(C)c2c1
0.7 | CNCCNS(=O)(=O)c1cccc2cnccc12
2.9 | Nn1c(COc2ccccc2)nnc1SC(F)F
3.2 | CCOC(=O)C1CCN(C(=O)c2cc3c(=O)[nH]c4ccc(C)cc4c3s2)CC1
-18.2 | COc1ccc(OC)c(Nc2nnc(-c3cc4c(ccc5ccccc54)oc3=O)s2)c1
-294.7 | Cc1[nH]nc(SCC(=O)Nc2sc3c(c2C(N)=O)CCC(C)C3)c1[N+](=O)[O-] (centres undefined)
-154.9 | COc1cc(C(=O)Nc2ccc(-c3nc4cc(Cl)ccc4o3)cc2)cc(OC)c1OC
-0.7 | Cc1cc(NC(=O)Cn2c(=O)oc3ccccc32)no1
-4.5 | CC(C)N(C(=O)Cn1ccc(=N)c2ccccc21)C(C)C
5.3&-5.6 | CCC(C)Sc1nc(C)nc2c1c(=O)n(C)c(=O)n2C (centres undefined)
-11.4 | Cc1cccc(N2C(=O)C(=O)/C(=C(/O)c3ccc([N+](=O)[O-])cc3)C2c2ccc([N+](=O)[O-])cc2)c1 (centres undefined)
1.9 | Cc1cccc(C)c1NC(=O)CSc1nc(N)cc(=O)[nH]1
0.1 | C=CCN(c1ccccc1)C(C(=O)Nc1ccc(C(C)C)cc1)c1cc2c(cc1[N+](=O)[O-])OCO2 (centres undefined)
-7.1 | COc1ccc(C2C(C(=O)c3ccco3)=C(O)C(=O)N2Cc2cccnc2)cc1OC (centres undefined)
-2.5 | COc1ccc(Br)cc1C1C(C(=O)Nc2ccc(Cl)cc2)=C(C)Nc2ncnn21 (centres undefined)
-41.2 | O=C1C2=C(Nc3ccccc3SC2c2ccc(I)cc2)c2ccccc21 (centres undefined)
6.2 | CC(=O)CCC(=O)NCCc1ccccc1F
2.9 | Cc1ccc(NC(=O)c2cccc(Cl)c2)nc1
-1.4 | CCC(=O)N1c2ccc(S(=O)(=O)N3CCN(Cc4ccccc4)CC3)cc2CC1C (centres undefined)
1.1 | O=C(C1CCCN(S(=O)(=O)c2cccnc2)C1)N1CCn2c1nc1ccccc12 (centres undefined)
4.8&17.7 | Cc1ccc(C)c(NS(=O)(=O)c2c(C)nn(C)c2C)c1
6.5 | Cc1cc([N+](=O)[O-])ccc1NC1OC(CO)C(O)C(O)C1O (centres undefined)
-7.7 | O=C(NCc1ccc(Cl)cc1)C1C2C=CC3(CN(Cc4ccccc4)C(=O)C13)O2 (centres undefined)
1.6 | CN1CCN(Cc2c(O)ccc3occ(C(=O)c4ccccc4)c23)CC1
-6.8 | O=C(NCC(O)c1ccccc1)c1cccc(S(=O)(=O)N2CCOCC2)c1 (centres undefined)
-9.2 | Cc1ccc(-c2nc3ccc(Cl)cn3c2Nc2ccc3c(c2)OCCO3)o1
-3.2 | Cn1c(=O)c2cc(S(=O)(=O)NCCC(=O)Nc3ccc(Cl)cc3)ccc2n(C)c1=O
-19.1 | COC(=O)c1c(NC(=O)c2c(-c3ccccc3Cl)noc2C)sc2c1CCCCCC2

Remaining list, next part:
14-3-3g Raf | Compound
5.0 | O=C1c2cccc3cccc(c23)C(=O)N1CCCc1n[nH]c(=S)n1-c1ccccc1
6.7 | O=C(CN(C(=O)CCC(=O)Nc1ccccn1)c1ccc2c(c1)OCO2)NCc1ccco1
-2.5 | CCn1c(SCC(=O)Nc2cc(C)on2)nnc1-c1ccncc1
-2.5 | Cc1cccn2c(=O)c(/C=C(\C#N)S(=O)(=O)c3ccccc3)c(N3CCN(C)CC3)nc12
